# Source: PubChem BioAssay
# Tb PFK block – qHTS Assay to Find Inhibitors of T. brucei phosphofructokinase | AID 485367, 2010 | 330,000 compounds, 0.17% hits | T. brucei PFK, ADP-Glo luminescence | Potency, µM (top dose mostly 57.5 µM), for inactives: top-dose activity, negative = inhibition, most hits filed as inhibitors;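 also: potency is read from the fitted curve at half-maximal effect; 0% = uninhibited 1x PFK enzyme wells and -100% = no-enzyme wells; nearly all actives have a fitted effect of over 60% in size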
#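 Activity is normalized to no-enzyme wells (full inhibition) and 1.25 nM enzyme wells (no inhibition). Reaction: 0.5 mM F6P, 0.1 mM ATP, 45 min RT, ADP-Glo luminescence; concentration-response curves fitted and classed by quality.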
# S-ASM inh – Inhibitors of Secretory Acid Sphingomyelinase (S-ASM): qHTS; Sphingomyelin phosphodiesterase (Homo sapiens), P17405; 340,000 compounds, 0.006% hits; Potency, µM (top dose mostly 57.5 µM), for the others: at the top dose activity change, negative = inhibition, hits mostly inhibitors; AID 504937, 2011; placental ASM, HMU-PC fluorogenic substrate, 60 min; also: potency is read from the fitted curve at half-maximal effect
# Target sequence (P17405 47-631 limits assumed): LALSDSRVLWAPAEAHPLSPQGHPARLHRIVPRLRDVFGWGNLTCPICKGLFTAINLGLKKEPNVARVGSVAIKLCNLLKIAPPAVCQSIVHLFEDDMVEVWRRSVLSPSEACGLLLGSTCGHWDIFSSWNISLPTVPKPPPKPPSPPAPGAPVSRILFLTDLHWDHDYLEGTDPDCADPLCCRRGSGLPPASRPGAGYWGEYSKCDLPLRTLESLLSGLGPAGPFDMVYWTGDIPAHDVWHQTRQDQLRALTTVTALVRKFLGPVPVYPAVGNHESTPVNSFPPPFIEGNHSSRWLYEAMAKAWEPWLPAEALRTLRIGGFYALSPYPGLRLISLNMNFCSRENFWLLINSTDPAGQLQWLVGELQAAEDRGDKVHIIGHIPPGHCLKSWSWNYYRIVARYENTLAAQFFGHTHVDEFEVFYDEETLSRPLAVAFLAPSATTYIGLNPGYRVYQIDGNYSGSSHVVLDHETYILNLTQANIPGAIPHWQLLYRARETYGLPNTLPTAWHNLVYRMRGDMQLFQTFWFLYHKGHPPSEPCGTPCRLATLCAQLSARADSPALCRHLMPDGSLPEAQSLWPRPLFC
#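 Steps: dispense placental human ASM, pin compound, wait 10 min at room temperature, add HMU-PC0 substrate at 9 uM final, incubate 60 min at 37 °C, add stop solution raising pH to 10, read fluorescence.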
# AT treatment – qHTS Assay for Identifying a Potential Treatment of Ataxia-Telangiectasia. 320,000 compounds, 0.19% hits. […] A-T fibroblasts, KAP-1 phosphorylation AlphaLISA; neocarzinostatin DNA damage 30 min before lysis. AID 485349, 2010. Potency, µM (highest dose often 57.5 µM), for inactives: at the top dose activation, usual class: activators; also: potency is read from the fitted curve at half-maximal effect; % of control where 0% means no effect; nearly all actives have a fitted effect of over 45% in size
#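 ATM-like activity read as KAP-1 phosphorylation via AlphaLISA donor/acceptor antibody pairs after lysis and 6 hr at 25C. Cells were ATM-null patient fibroblasts ([…], hTERT), dosed 60 min, then exposed to the DSB inducer NCS for 30 min.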
# ELG1 repair inh – qHTS screen for small molecules that inhibit ELG1-dependent DNA repair in human embryonic kidney (HEK293T) cells expressing luciferase-tagged ELG1 | HEK293T ELG1-luciferase reporter, luminescence, 16 h; DNA damage induced by 5-fluorouridine | Potency, µM (highest dose often 46.1 µM), without a hit: at the top dose activity change, negative = inhibition, usual class: inhibitors | 330,000 compounds, 2.3% hits; also: potency is read from the fitted curve at half-maximal effect; % is scaled to controls: 0 for no effect and ±100 for the full control effect; nearly all actives have a fitted effect of over 55% in size
#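 Step one: seed 2,000 cells per well. Step two: pin-transfer compound or DMSO alongside 5-fluorouridine. Step three: incubate 16 hr, 37 °C, 5% CO2. Step four: add ONE-Glo, wait 30 min, read luminescence.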
# TSHR antagonist – Antagonists of the Thyroid Stimulating Hormone Receptor: HTS campaign; Thyrotropin receptor (Homo sapiens), P16473; activity change, negative = inhibition, % at 11.5 µM; TSHR-expressing cells, TSH-stimulated cAMP HTRF, 2 h; stronger effect = lower value; 330,000 compounds, 0.2% hits;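 active = activity change below a set negative limit, meaning inhibition stronger than a set level, cut at about -70% in these data; inconclusive = activity change between two set negative limits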; also: % is scaled to controls: 0 for no effect and ±100 for the full control effect
#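 TSHR-expressing cells were treated with compounds, then stimulated with TSH at EC80 (4nM final) for 2 hours at 37 deg C. Cellular cAMP was measured by HTRF competition between lysate cAMP and cAMP-d2 for a cryptate-labelled anti-cAMP antibody.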
# Mito fusion act – qHTS Assay for Small Molecule Inhibitors of Mitochondrial Division or Activators of Mitochondrial Fusion | S. cerevisiae fusion-defective mutant growth rescue, CellTiterGlo 48 h | Potency, µM (series often up to 46.1 µM), without a hit: at the top dose growth rescue (activation), usual class: activators | 320,000 compounds, 0.23% hits | AID 485298, 2010;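 also: potency is read from the fitted curve at half-maximal effect; % of control where 0% means no effect; nearly all actives have a fitted effect of over 45% in size; temperature-sensitive fusion mutants such as fzo1-1 at 37 °C on non-fermentable ethanol glycerol medium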
#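 Yeast fusion mutant, YPEG (non-fermentable carbon), compound, 48 h at 37C non-permissive; CellTiterGlo added, 10 min RT, luminescence read. Rescued growth = division inhibition.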
# Chronic BCR inh – qHTS Assay to Find Inhibitors of Chronic Active B-Cell Receptor Signaling; ABC-DLBCL IkBa-CBG/CBR reporter, luminescence ratio, 4 h; 340,000 compounds, 0.05% hits; Potency, µM (titrated, usually from 46.1 µM), without a hit: at the highest dose ratio change, negative = lower green/red ratio, usual class: inhibitors; active = well fitted inhibition curve with a large enough effect in the signal ratio, with a control signal flat, not every such curve was filed as active; inconclusive = small, poorly fitted or top-dose-only effect, or effect the other way, or a change in a side signal; the % refers to the signal ratio;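 also: potency is read from the fitted curve at half-maximal effect; plate controls were basal doxycycline-induced cells for no effect and cells given 10 µM MG132 for full effect; MG132 reads +100%, hits lower the ratio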
#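 Cell line TMD8 (human ABC DLBCL), stably expressing tet-inducible CBG68-IkBa fusion and CBR; IMDM/0.5% FBS; cpd up to 46 uM; dox induction, 4 h, 37C/5% CO2; dual luminescence; green/red ratio; MG132 control.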
# TCR act – Activators of T cell receptors: qHTS campaign; primary human leukocytes, anti-CD3, IL-2 HTRF, 48 h; AID 504894, 2011; 330,000 tested, under 10 active; Potency, µM (titrated, usually from 9.22 µM), for the others: top-dose activation of IL-2 secretion, most hits filed as activators; also: % of control where 0% means no effect
#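 Primary human leukocytes incubated 48 hr with anti-CD3 beads plus compound, without co-stimulation. Secreted IL-2 measured by HTRF (europium cryptate/d2 anti-IL-2 pair, 320 nm excitation, 665 nm emission).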
# TSG101-PTAP inh – qHTS Assay for Iinhibitors of HIV-1 Budding by Blocking the Interaction of PTAP/TSG101; Fluorescence polarization, FITC-PTAP peptide / Tsg101 binding; Tumor susceptibility gene 101 protein (Homo sapiens), Q99816; Potency, µM (top dose mostly 115 µM), for inactives: top-dose activity change, negative = inhibition, hits mostly inhibitors; 340,000 tested, under 10 active; active = well fitted inhibition curve with a large enough effect in the main read-out, with a control signal flat, not every such curve was filed as active; inconclusive = small, poorly fitted or top-dose-only effect, or effect the other way, or a change in a side signal; inactive = no such curve, though single readings can be large or run the other way; also: potency is read from the fitted curve at half-maximal effect; % of control where 0% means no effect
#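 Fluorescence polarization binding of Tsg101 binding domain (10 uM final) to FITC-labeled PTAP peptide (50 nM final) in HEPES pH 7.5 buffer with NaCl, Tween 20, EDTA, TCEP. Compounds added before peptide; binding 20 min at RT.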
# a7 integrin act – qHTS for Activators of Integrin-Mediated Alleviation for Muscular Dystrophy; alpha7betagal myoblasts, beta-gal FDG fluorescence, 48 h; Potency, µM (series often up to 38.3 µM), without a hit: at the highest dose activation, actives largely listed as activators; 350,000 compounds, 0.064% hits;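 also: potency is read from the fitted curve at half-maximal effect; 100% = response of the positive control SU9516; nearly all actives have a fitted effect of over 60% in size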
#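 alpha7betagal+/- myoblasts (passage 13, 250/well) treated 48 h at 37C with compounds at 1:260 dilution of DMSO stock. Lysed, then beta-galactosidase activity read as FDG fluorescence (ex 480/em 540) after 30 min, with pre-read for autofluorescence.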
# Eya2 inh – qHTS Assay for Inhibitors of the Phosphatase Activity of Eya2 | Protein phosphatase EYA2 (Homo sapiens), O00167 | recombinant Eya2, OMFP fluorescence dephosphorylation (OMFP is methylfluorescein phosphate) | Potency, µM (series often up to 76.9 µM), inactives show at the top dose activity, negative = inhibition, hits mostly inhibitors | 330,000 compounds, 0.006% hits; also: potency is read from the fitted curve at half-maximal effect; % is scaled to controls: 0 for no effect and ±100 for the full control effect
# Target sequence (O00167 whole entry, looked up): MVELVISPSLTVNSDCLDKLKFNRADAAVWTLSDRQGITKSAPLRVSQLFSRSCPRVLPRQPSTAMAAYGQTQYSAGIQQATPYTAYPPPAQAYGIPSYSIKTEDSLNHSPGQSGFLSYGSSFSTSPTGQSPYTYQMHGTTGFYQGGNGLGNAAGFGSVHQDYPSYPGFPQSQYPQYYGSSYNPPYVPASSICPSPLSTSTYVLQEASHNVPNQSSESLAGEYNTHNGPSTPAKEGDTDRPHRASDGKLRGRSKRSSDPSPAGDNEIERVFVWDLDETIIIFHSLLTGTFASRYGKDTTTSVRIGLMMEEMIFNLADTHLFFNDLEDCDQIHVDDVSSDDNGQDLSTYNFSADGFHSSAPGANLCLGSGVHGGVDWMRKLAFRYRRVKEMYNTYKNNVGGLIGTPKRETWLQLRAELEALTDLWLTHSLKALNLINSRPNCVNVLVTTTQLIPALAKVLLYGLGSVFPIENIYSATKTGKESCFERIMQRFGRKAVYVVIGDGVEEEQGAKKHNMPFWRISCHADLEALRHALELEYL
#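 Eya2 protein (added as 0.2 uM solution) was preincubated with compound for 10 min at ambient temperature in 50 mM HEPES pH 7.5, 50 mM NaCl, 5 uM MgCl2, 0.05% BSA, 1 mM DTT. OMFP (added at 50 uM) then reacted 10 min; fluorescence read at 485/525 nm.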
# Active calls of the source: *; i = inactive; ? = inconclusive; nt = not tested or not shown; [ ] = dose if it differs, or a comment. Unless noted, calls follow the shape of the dose curve; as a rule, active = well fitted curve in the direction sought with a large enough effect; inconclusive = small, poorly fitted or top-dose-only effect, or another doubt; inactive = no such curve, though single readings can be large; an effect the other way counts as inactive or inconclusive.
SMILES,Tb PFK block,S-ASM inh,AT treatment,ELG1 repair inh,TSHR antagonist,Mito fusion act,Chronic BCR inh,TCR act,TSG101-PTAP inh,a7 integrin act,Eya2 inh
COc1ccccc1NC(=O)CSc1nnc(NC(=O)C2CCC2)s1,-16.8%,-1.0%,-1.5%,?,16.3,-9.2%,-2.4%,-2.9%,-3.4%,-22.7%,3.8%
COc1ccc(CN2C(=O)/C(=C/c3ccncc3)SC2=S)cc1,-4.6%,-20.8%,-7.6%,?,-17.0,7.9%,?,2.7%[46.1 µM],-0.8%,-42.8%[inhibitor],-3.1%
CN(C)S(=O)(=O)c1ccc(Cl)c(NC(=O)COC(=O)c2cc(-c3ccccc3)nc3ccccc23)c1,4.7%,-2.7%,-3.9%,?,-11.5,1.2%,?,1.9%[46.1 µM],-0.6%,0.4%,-14.4%
CCCc1cc(-c2n[nH]c(=S)n2CC)cs1,8.8%,-1.6%,-0.2%,?,-4.0,0.1%,-11.6%,-1.1%,-3.7%,8.3%,10.8%
COc1ccc2c(C)cc(N3CCN(Cc4ccccc4)CC3)nc2c1,-1.1%,-0.7%,20.0%,19.2%,0.1,-5.2%,-2.0%,13.2%,-4.0%,2.6%,6.9%
COc1ccc(-c2csc(NC(=O)CSc3nnnn3C)n2)cc1OC,-3.3%,-3.1%,-10.7%,-27.3%,-11.6,3.8%,?,-6.1%,-1.2%,-9.3%,6.3%
O=C(O)CCC(=O)N1CCc2cc(S(=O)(=O)NCc3ccc(Cl)cc3)ccc21,2.4%,8.5%,-5.6%,1.7%,-14.8,-0.1%,-2.0%,3.5%,-7.3%,-2.8%,-2.1%
O=C1CCCc2nc(N3CCN(Cc4ccccc4)CC3)ncc21,3.0%,1.0%,1.5%,?,13.9,-11.5%,0.8%,0.1%,-5.1%,-14.4%,18.4%
Cc1cc2cc3c(cc2nc1SCC(=O)N1CCCC1)OCCO3,0.7%,-0.8%,1.4%,?,6.2,-0.3%,-1.1%,-17.4%,0.9%,-50.2%[inhibitor],-4.1%
O=C(c1cccc(S(=O)(=O)Nc2ccc(F)cc2)c1)N1CCC1,-6.0%,1.5%,5.0%,4.4%,-6.7,-2.0%,9.0%,-3.7%,-0.7%,-17.0%,-0.1%
O=[N+]([O-])c1cccc(Cl)c1N1CCOCC1,-10.5%,2.1%,3.7%,18.0%,-1.7,-0.9%,-1.8%,-3.0%[46.1 µM],-3.8%,8.2%,7.4%
Cc1cc(NC(=O)Nc2cccc(C(F)(F)F)c2)no1,nt,-2.6%,nt,nt,nt,-4.3%,nt,0.8%,-4.4%,?,nt
Cc1ccc(CN(Cc2cccnc2)C(=S)Nc2cc(Cl)ccc2C)cc1,0.8%,-1.2%,1.8%,?,-10.2,2.0%,-2.4%,9.4%,1.0%,-33.8%,?
COc1cc(/C=C2\CCCc3c2nc2ccccc2c3C(=O)O)cc(Cl)c1O,2.7%,-2.0%,-3.3%,5.7%,-4.5,1.5%,1.5%,-1.9%,-13.7%,-21.1%,0.8%
Cc1cc(C)c2cc(CN(Cc3ccco3)C(=S)NCC3CCCO3)c(=O)[nH]c2c1 (configuration not stated),-7.5%,-6.5%,1.0%,?,3.5,3.1%,?,-5.2%,-6.0%,-7.0%,?
CC(C)(C)c1ccc(/C=N/NC(=S)NCc2ccccc2)cc1,-1.2%,-1.7%,2.6%,-32.3%,36.5,-2.0%,5.0%,3.0%[46.1 µM],-1.4%,-4.2%,0.9%
COC(=O)c1cc2ccccc2c(-c2c(OC)c(C(=O)OC)cc3ccccc23)c1OC,-2.0%,9.3%,-5.5%,-13.2%,-6.1,-1.6%,?,-0.9%,3.6%,-42.4%,6.7%
CN(C)CCCNc1nc(N)c([N+](=O)[O-])c(NCc2ccccc2)n1,-0.2%,-0.3%,0.9%,-5.1%,11.5,?,?,-3.4%,-1.9%,0.0%,5.8%
O=C(O)C[C@@H]1C(=O)O[C@@H]2C(COC(=O)c3cc(O)c(O)c(O)c3)O[C@@H](OC(=O)c3cc(O)c(O)c(O)c3)[C@@H](OC(=O)c3cc(O)c(O)c4c3[C@H]1[C@H](O)C(=O)O4)[C@H]2OC(=O)c1cc(O)c(O)c(O)c1 (some centres not stated),1.51µM*,nt,6.5%,-2.4%,-3.1,-34.2%[inhibitor],?,nt,nt,nt,0.7%
COc1cc(Br)cc(/C=C/c2ccc3cccc(O)c3n2)c1OC,1.3%,-0.4%,40.0%,-14.8%,10.9,13.5%,?,13.3%,-2.3%,-25.8%,-4.8%
COC(=O)CCC(=O)c1oc2ccc(Cl)cc2c1NC(=O)CCCN1C(=O)c2ccccc2C1=O,-0.4%,-4.5%,-5.5%,4.61µM*,4.5,-0.8%,?,-5.7%,0.2%,1.5%,2.4%
Cc1ccc(-n2nc3c(c2NC(=O)C2CCCC2)CS(=O)(=O)C3)cc1,5.4%,-0.6%,-0.7%,6.5%,3.9,-1.9%,6.3%,-6.1%,-2.4%,?,-0.9%
Cc1ccc(-c2csc(NC(=O)CSc3nc4ccccc4[nH]3)n2)cc1,4.7%,?,1.1%,?,-3.4,-1.5%,-9.5%,-0.5%[46.1 µM],-4.6%,-12.7%,0.1%
O=C(COC(=O)CNS(=O)(=O)c1ccc(F)c(F)c1F)NCCc1ccccc1,12.2%,4.3%,6.0%,?,3.3,-1.7%,-3.3%,0.8%,-0.5%,0.8%,-2.2%
CCOC(=O)C(NC(=O)c1ccc(OC)cc1)(N1CCCC1=O)C(F)(F)F (configuration not stated),-4.7%,1.1%,2.6%,-8.2%,1.4,-22.1%,-0.7%,0.6%[46.1 µM],3.0%,-4.3%,2.7%
O=c1[nH]c(=O)n(Cc2ccco2)c2c1C(C(F)(F)F)(C(F)(F)F)N=C(CCc1ccccc1)N2,-2.2%,-2.3%,-1.9%,?,1.8,2.1%,?,-0.4%,0.6%,-24.8%,-9.5%
Cc1csc2ncc(C(=O)NCCc3ccccc3)c(=O)n12,5.2%,10.9%,nt,?,-1.2,-2.8%,?,-4.3%,0.6%,10.8%,11.4%
CCSc1nnc(Cc2cc(=O)[nH]c(=O)[nH]2)n1-c1cccc(C)c1,5.6%,-2.5%,-2.7%,10.7%,-1.5,3.4%,0.9%,-4.6%,-5.6%,12.0%,-1.4%
CCN(CC)CCn1c(SCC(=O)NCc2ccco2)nc2c(sc3ccccc32)c1=O,-0.1%,6.0%,-7.3%,3.2%,-4.6,2.1%,4.7%,1.3%,-4.3%,-30.7%,5.3%
CC(C)CC[n+]1ccn(-c2nc3ccccc3nc2[N-]S(=O)(=O)c2ccc(Cl)cc2)c1,-1.8%,i,15.4%,-3.9%,-3.4,0.4%,0.1%,0.4%,-1.2%,-22.7%,-13.4%
COc1ccccc1N1C(=O)C=C(Sc2nc(C)cc(C)n2)C1=O,0.0%,9.7%,-7.6%,12.7%,1.7,-2.7%,?,-0.2%,-4.4%,-22.1%,8.6%
Cc1ccccc1-c1coc2cc(O)ccc2c1=O,-1.8%,46.3%[activator],0.6%,0.0%,12.6,14.1%,-17.2%,1.8%,-3.4%,4.0%,5.8%
